SF-1 act = SF-1 (human) activation; Q13285; CHO-K1 Gal4-SF-1 LBD luciferase reporter; % increase over DMSO SF-1-specific signal; activation, % at 10 µM; hit rate 1.9% among 65,000; AID 522;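 active = activation above the mean activation of all tested compounds plus 3 SD, cut at about 50% in these data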
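System: CHO-K1 cells with Gal4–hSF-1 LBD chimera plus Gal4-driven luciferase; quantity: 4,000 CHO-K1 cells per well; compound: one dose, 10 µM compound, 1% DMSO; times: 20 h compound treatment, 37 °C; measured by: SteadyLite luciferase luminescence; read-out: percent activation versus DMSO; benchmarks: DMSO and mock-transfected background; replicates: one test per compound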
RORA act = activates the human nuclear receptor RORA | P35398 | AID 560 | hit rate 1.5% among 65,000 | CHO-K1 Gal4-RORA LBD luciferase reporter, luminescence; percent increase over mock-subtracted basal signal | activation, % at 10 µM;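 active = activation above the mean of all tested compounds plus 3 SD, cut at about 49% in these data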;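 also: 0% = DMSO-treated RORA cells and 100% = added signal equal to DMSO minus mock-transfected cells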
Target sequence (P35398 whole entry, looked up, the tested form may be a part): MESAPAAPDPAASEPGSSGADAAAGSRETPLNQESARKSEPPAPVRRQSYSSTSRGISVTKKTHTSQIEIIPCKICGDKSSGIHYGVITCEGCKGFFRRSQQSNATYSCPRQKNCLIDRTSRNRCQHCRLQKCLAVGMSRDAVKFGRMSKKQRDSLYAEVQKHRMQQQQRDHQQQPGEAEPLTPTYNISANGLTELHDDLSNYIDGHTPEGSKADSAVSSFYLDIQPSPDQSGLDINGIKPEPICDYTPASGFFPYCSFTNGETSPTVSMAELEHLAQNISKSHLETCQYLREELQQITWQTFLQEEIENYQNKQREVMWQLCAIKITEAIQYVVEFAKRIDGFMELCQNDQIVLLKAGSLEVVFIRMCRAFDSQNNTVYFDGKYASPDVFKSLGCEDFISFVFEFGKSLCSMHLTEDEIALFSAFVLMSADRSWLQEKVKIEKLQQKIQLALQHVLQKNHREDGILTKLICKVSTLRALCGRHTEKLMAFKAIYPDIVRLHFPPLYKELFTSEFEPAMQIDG
5HT1a ag = activates the human 5-HT1a serotonin receptor; P08908; CHO 5-HT1a Ga15 NFAT-bla reporter, FRET ratio; 0% basal, 100% maximal reference agonist; activation, % at 10 µM; hit rate 0.56% among 65,000;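 active = activation above the screen-wide mean activation plus 3 SD, cut at about 19% in these data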;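 also: 0% = DMSO wells and 100% = 5-CT at EC100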
TNAP act DEA = activates human TNAP at intermediate phosphate acceptor concentration; activation factor at 20 µM; 64,000 tested, under 10 active; AID 813; purified TNAP, CDP-star luminescence, 100 mM DEA, 30 min; stronger effect = higher value; scale: 0 levamisole-inhibited, 1 vehicle-only enzyme;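 active = activation factor of at least 2 at 20 µM, relative to controls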
Target sequence (P05186 whole entry, looked up): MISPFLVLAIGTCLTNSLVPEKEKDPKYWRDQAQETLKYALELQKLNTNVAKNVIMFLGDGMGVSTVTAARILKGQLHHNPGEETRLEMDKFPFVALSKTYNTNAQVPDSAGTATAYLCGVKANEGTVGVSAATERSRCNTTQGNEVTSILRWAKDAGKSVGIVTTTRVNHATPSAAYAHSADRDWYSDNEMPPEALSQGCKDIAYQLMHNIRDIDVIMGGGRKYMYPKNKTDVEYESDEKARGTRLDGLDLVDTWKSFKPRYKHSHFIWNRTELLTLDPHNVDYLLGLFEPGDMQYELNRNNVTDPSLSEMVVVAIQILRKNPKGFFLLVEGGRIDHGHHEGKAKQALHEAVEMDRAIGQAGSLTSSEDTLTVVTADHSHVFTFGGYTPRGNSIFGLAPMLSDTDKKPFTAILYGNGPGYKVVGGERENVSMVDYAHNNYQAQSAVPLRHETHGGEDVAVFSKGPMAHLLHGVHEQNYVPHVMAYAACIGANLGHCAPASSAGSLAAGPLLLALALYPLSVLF
Abs 340nm = compound absorbs light at 340 nm. compound absorbance at 340 nm, fold over control. fold change at 10 µM. 65,000 tested, under 10 active;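 active = at 10 µM dose, initial 340 nm absorbance at least 2 fold that of control wells; inactive = change under 2 fold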;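 also: initial absorbance extrapolated from kinetic A340 decline of NADH oxidation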
Autofluor 339 = intrinsic fluorescence of library compounds, ex339/em460 – biochemical, MLSMR library, data from DPM-DC assay, artefact control, profiling panel; compound autofluorescence, ex339/em460 nm, NADH buffer; stronger effect = higher value; 1 = no-compound wells, NADH background; fluorescence fold increase at 10 µM; hit rate 5.5% among 65,000;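 active = at 10 µM, mean starting fluorescence two-fold or more over control wells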;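 also: signal is the first read of a kinetic run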
5HT1a antag = antagonists of human 5-HT1a serotonin receptor; hit rate 0.68% among 62,000; inhibition, % at 10 µM; CHO 5-HT1a Ga15 NFAT-bla reporter, antagonist mode; AID 612; P08908;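 active = inhibition above the mean of all tested compounds plus 3 SD, cut at about 43% in these data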;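 also: receptor stimulated by 5-CT agonist at 100 nM near EC80; beta-lactamase reporter measured by ratiometric fluorescence of a cleavable substrate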
NADH coupling = inhibitors of enzymes used to reach an NAD/NADH endpoint | coupled PK/LDH NADH assays, four targets | IC50, µM (highest dose often 10 µM), inactives show at the top dose inhibition | hit rate 0.02% among 65,000;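 active = single-dose screening hits from any of four coupled enzyme assays that gave an IC50 when retested across doses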;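 also: the DPM-DC format reads NADH fluorescence rather than 340 nm absorbance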
MMP-13 inhibitor = inhibitors of human MMP13; MMP-13 fTHP FRET cleavage, Mca fluorescence; hit rate 0.07% among 65,000; AID 570; inhibition, % at 4 µM; P45452;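 active = inhibition above the mean of compound-free control plate wells plus 3 SD, cut at about 14% in these data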;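 also: 0% = DMSO wells and 100% = wells with reference MMP-13 inhibitor after basal subtraction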
An asterisk follows results filed as active; . = not tested or not shown; [ ] = dose if it differs, or a comment. An unsorted share of the library. Share with any hit: about 8.9%.

SMILES	SF-1 act	RORA act	5HT1a ag	TNAP act DEA	Abs 340nm	Autofluor 339	5HT1a antag	NADH coupling	MMP-13 inhibitor
Cc1cc(Cl)c(S(=O)(=O)N2CCN(c3ccc(F)cc3)CC2)cc1OCC(N)=O	21	25	0.3	1	0.99	1	-2	2%	4
COc1ccc(C)cc1S(=O)(=O)N(C)CC(=O)NC1CCCCC1	-12	-12	-0.8	0.9	1	1.1	2	5%	4
Cc1ccc(NC(=O)CSCC(N)=O)cc1C	-1	-24	-0.5	0.9	1	1.1	-7	4%	3
COCc1c(Br)c(C)nc(OCC(=O)O)c1C#N	2	-21	-0.2	1	1	1.1	-10	3%	1
COc1cc(C)nc(N2CCC(C(=O)NC3CCCCC3)CC2)n1	10	-4	1.1	1	1	1.1	9	3%	3
CCOc1ccccc1-n1c(SCC(N)=O)nnc1-c1ccco1	2	1	-1.0	1	1	1.1	-5	4%	-4
O=C(NCc1ccc2c(c1)OCO2)c1ccccn1	30	13	-2.5	1	0.98	1	11	3%	-1
CC(C)c1nc(-c2ccccn2)no1	10	26	-2.6	1	1	1.1	-3	2%	-3
CCOC(=O)c1sc2ncn(C(C)C(=O)OC)c(=O)c2c1C (configuration not stated)	3	-2	1.1	1	1.1	1.1	-4	3%	8
CCOc1ccc(CNc2ccc(N3CCCC3)cc2)cc1	-1	-5	0.5	0.9	1	1.1	-4	2%	-17
O=C1OCc2cc(NS(=O)(=O)c3cccs3)ccc21	6	6	-4.2	0.9	1	1.1	-2	2%	4
Cc1nc(NC(=O)c2ccccc2)sc1-c1csc(N)n1	32	81*	-1.7	0.9	1.1	1.2	2	3%	5
COc1ccc2c(c1)c1ncnc(N3CCN(Cc4ccc5c(c4)OCO5)CC3)c1n2C	-7	17	3.3	0.9	1	3.2*	-31	6%	-60[fluorescence artefact?]
CC(O)c1cccc(NC(=O)CCC(=O)O)c1 (configuration not stated)	4	18	-3.4	1	1	1.1	-5	10%	7
CCOC(=O)N1CCC(NC(=O)CCC(=O)N2CC(C)Oc3ccc(Cl)cc32)CC1 (configuration not stated)	16	5	-2.8	0.9	0.99	1	0	11%	0

Continued, overlapping the part above by two compounds.
SMILES	SF-1 act	RORA act	5HT1a ag	TNAP act DEA	Abs 340nm	Autofluor 339	5HT1a antag	NADH coupling	MMP-13 inhibitor
CC(O)c1cccc(NC(=O)CCC(=O)O)c1 (configuration not stated)	4	18	-3.4	1	1	1.1	-5	10%	7
CCOC(=O)N1CCC(NC(=O)CCC(=O)N2CC(C)Oc3ccc(Cl)cc32)CC1 (configuration not stated)	16	5	-2.8	0.9	0.99	1	0	11%	0
COc1ccccc1/C=N/n1cnnc1	-7	-12	-1.1	0.9	1.1	1.4	-3	0%	0
CC(=O)c1ccc(N2C(=O)C3C(C2=O)C(C(=O)c2ccc(Cl)cc2)N2CCCC32)cc1 (configuration not stated)	2	2	-0.2	0.9	1	1.1	-10	2%	-1
O=C(NCCc1ccc(Cl)cc1)C1CCN(C(=O)c2sccc2-n2cccc2)CC1	9	-4	-3.5	0.9	0.99	0.99	-4	6%	1
COc1ccc(/C=N\n2nnc3ccccc32)cc1	-70	-74	-3.6	0.9	1.1	1.1	4	7%	1
c1ccc(Cn2nnc3c(N4CCOCC4)ncnc32)cc1	17	2	-2.4	1	1.1	1.1	-8	1%	6
CN(C)c1ccc(-c2nn3c(-c4ccc(Cl)cc4)nnc3s2)cc1	-4	-37	2.4	0.9	1	1.3	.	1%	-24
CN(c1ccc(C(=O)Nc2nccs2)cc1)S(=O)(=O)c1ccccc1	15	40	0.2	0.9	1	1	5	2%	0
Cc1c(O)ccc2c3c(c(=O)oc12)CCC(C)C3 (configuration not stated)	-11	-12	1.6	1	1.1	3.7*	-28	7%[fluoresces]	-158[fluorescence artefact?]
Cc1ccc(-c2ccc(=O)n(CCC(=O)NCCN3CCCCC3C)n2)cc1 (configuration not stated)	4	-5	-2.2	1	0.99	1.2	10	2%	-2
CCn1c(SCC(=O)NC(=O)Nc2ccc3c(c2)OCCO3)nnc1-c1cccs1	10	-16	2.9	1	1.1	1	-12	9%	4
Cc1cccc(NC(=O)c2cc3c(n(-c4ccccc4)c2=O)CCCC3=O)n1	10	3	-0.6	0.9	1.2	1.1	-10	6%	1
CN(CP(=O)(O)CN(C)S(C)(=O)=O)S(C)(=O)=O	-2	-18	0.0	0.9	1	1	3	5%	-5
COc1ccc(Cc2nnc(NC(=O)Cc3cccs3)s2)cc1	2	-12	-1.8	0.9	1	1	-12	4%	-2
Cc1ccc2c(c1)NC(=O)C(CC(=O)NC1CCCCC1C)O2 (configuration not stated)	9	31	-0.1	0.8	0.98	1.1	-10	4%	3
COC(=O)c1sc(=S)n(-c2cccc(Cl)c2)c1N	-2	-20	-0.7	0.9	1.1	1	-3	2%	4
CCCCC(=O)Nc1cccc(-c2cn3ccsc3n2)c1	30	58*	-4.3	0.9	0.96	1.1	10	7%	1
Cc1sc2ncnc(OCC(=O)c3ccc(S(=O)(=O)N4CCCC4)cc3)c2c1C	-2	0	0.1	0.9	1	1.1	-14	8%	2
CCCn1c(=N)n(CC(=O)c2ccco2)c2ccccc21	-2	-11	1.6	0.8	1	1.1	8	4%	1
COC(=O)C1=C(C)N=C2SCCC(=O)N2C1c1cc(Br)ccc1OC (configuration not stated)	3	-2	-2.6	1	1.1	1.1	14	7%	3
Cc1c(NC(=O)COC(=O)C2CC3C=CC2C3)c(=O)n(-c2ccccc2)n1C (configuration not stated)	-7	-25	-1.2	1	1	1.1	-10	4%	-3
Cc1nc(Nc2ccncc2)c2oc3ccccc3c2n1	8	-10	1.6	1	.	.	0	.	-26
O=C1CN(C(=O)c2ccc(Br)o2)C(c2ccc(F)cc2)c2cc(F)ccc2N1 (configuration not stated)	-8	-8	1.8	.	0.95	1.1	6	11%	-2
COC(=O)c1ccccc1NC(=O)c1cc(-c2cccc(OC)c2)on1	2	-4	-2.1	0.9	1.1	1.4	-5	4%	1
CC(NC(=O)CSc1ncnc2nc[nH]c12)c1ccccc1 (configuration not stated)	.	.	.	0.9	1	1.1	.	4%	.
COc1ccc(N2CCN(CC(=O)Nc3c(C)cc(C)cc3C)CC2)cc1	7	4	0.9	0.9	0.99	0.98	4	8%	-1
CC(NC(=O)COC(=O)CCNC(=O)c1ccco1)C12CC3CC(CC(C3)C1)C2 (configuration not stated)	6	5	-2.4	0.9	0.99	1.1	2	4%	3
CN(C)c1ccc(P(=O)(OCc2ccccc2)C(O)c2cccnc2)cc1 (configuration not stated)	-19	-7	0.5	0.9	1.1	1.1	6	5%	1
O=C(Nc1ccc(Cc2ccncc2)cc1)c1ccc(S(=O)(=O)N2CCOCC2)cc1	-7	-35	0.5	1	1	1	-2	2%	2
C=CCc1ccc(OCCOCCNCCOC)c(OC)c1	6	-19	-0.2	1	1	1.1	18	3%	8
Cc1ccc(-c2nnc(SC(C)C#N)n2N)cc1 (configuration not stated)	10	-17	-2.3	0.9	0.98	1	2	4%	-2
COC(=O)c1ccsc1NC(=O)c1ccc2c(c1)OCCO2	23	30	-0.1	1	1.1	2.1*	20	6%[fluoresces]	-28
Cc1ccc(NC(=O)c2ccc(OC(=O)c3ccco3)cc2)cc1	52*	51*	0.2	1	1.1	1.2	-1	4%	5
CCOc1ccc(Br)cc1S(=O)(=O)N1CC(C)OC(C)C1 (configuration not stated)	-8	-19	-0.2	0.9	1	1.1	1	6%	3
OCC1(C2=NOC(O)(C(F)(F)F)C2)CCCCC1 (configuration not stated)	-14	-6	-1.5	0.9	1	1	5	6%	4
C/C=C/COC(=O)c1[nH]c2c(c1C)C(=O)CC(c1ccc(N(C)C)cc1)C2 (configuration not stated)	4	43	1.5	0.8	1	1.1	25	4%	-6
CCc1nc(N2CCN(c3nc(C)cc(C)n3)CC2)c2oc3ccccc3c2n1	12	4	1.5	0.9	1.1	2.5*	-2	8%	-1
Cc1cc(N2CCCCC2)n2nc(C)c(-c3ccccc3)c2n1	8	0	1.5	0.9	1	1.9	-5	9%	-11
Cc1ccc2oc(=O)c3cnn(CC(=O)NCCN4CCOCC4)c3c2c1	-7	6	-5.6	1	1.1	1.1	4	2%	1
O=C(Nc1ncccn1)C1CCCN1S(=O)(=O)c1ccc(Cl)c(Cl)c1 (configuration not stated)	11	8	0.9	1	1	1.1	0	0%	-3
O=c1ccn(CCOc2ccc(Cl)cc2)c(=O)[nH]1	-2	-15	-1.2	0.9	1	1.2	3	0%	-1
COc1ccc(S(=O)(=O)Nc2ccc(S(=O)(=O)N3CCCCC3)cc2)cc1	7	4	-0.2	0.9	0.98	1.2	3	1%	-6
Cc1ccc2c(CC(=O)O)coc2c1C	-9	0	-1.5	0.9	1.1	1.1	11	7%	1
COc1ccccc1OCC(=O)Nc1oc(-c2ccccc2)c(-c2ccccc2)c1C#N	6	-9	1.0	0.8	1.1	1.2	-3	4%	-2
CCN(CC)c1ccc2c(c1)CCCN2	-5	-25	-2.2	1	0.99	1.2	0	4%	-7
CCOC(=O)NCCc1c(C)nc2c(c(C)nn2C(C)(C)C)c1C	0	-12	0.7	0.9	1	1.2	-9	4%	-3

Arranged by molecular weight (smallest number first): 5 of the compounds above
SMILES	SF-1 act	RORA act	5HT1a ag	TNAP act DEA	Abs 340nm	Autofluor 339	5HT1a antag	NADH coupling	MMP-13 inhibitor
Cc1ccc2c(CC(=O)O)coc2c1C	-9	0	-1.5	0.9	1.1	1.1	11	7%	1
OCC1(C2=NOC(O)(C(F)(F)F)C2)CCCCC1 (configuration not stated)	-14	-6	-1.5	0.9	1	1	5	6%	4
CCOC(=O)NCCc1c(C)nc2c(c(C)nn2C(C)(C)C)c1C	0	-12	0.7	0.9	1	1.2	-9	4%	-3
CCOc1ccc(Br)cc1S(=O)(=O)N1CC(C)OC(C)C1 (configuration not stated)	-8	-19	-0.2	0.9	1	1.1	1	6%	3
O=C(Nc1ncccn1)C1CCCN1S(=O)(=O)c1ccc(Cl)c(Cl)c1 (configuration not stated)	11	8	0.9	1	1	1.1	0	0%	-3

The listing continues.
SMILES	SF-1 act	RORA act	5HT1a ag	TNAP act DEA	Abs 340nm	Autofluor 339	5HT1a antag	NADH coupling	MMP-13 inhibitor
CC(C)=CCC(C)(C)CNC(=O)NC1CCCCC1	-4	5	-2.4	0.9	1	1	.	5%	-1
O=S(=O)(c1cccc2nsnc12)N1CCN(c2ncccn2)CC1	-10	17	0.8	0.9	1	1	0	3%	-4
Cn1nnnc1SCC(=O)Nc1ccc(Br)cc1Cl	11	-9	-4.2	0.9	1	1.1	16	3%	-5
Cc1ccc(S(=O)(=O)NC(C(=O)OCC(=O)NC2CCS(=O)(=O)C2)C(C)C)cc1 (configuration not stated)	-4	-16	-4.1	1	1	1.1	3	2%	-3
CCOc1cc(C(N)=O)cc(OCC)c1OCC	12	-7	-0.3	0.9	1	1.1	12	4%	5

Compound activity as filed in PubChem BioAssay.
